Bioassay records deposited in PubChem by National Center for Advancing Translational Sciences (NCATS).
PKM2 activator: qHTS Assay for Activators of Human Muscle isoform 2 Pyruvate Kinase; Potency, µM (highest dose often 57.5 µM), for the others: top-dose activation, most hits filed as activators; 260,000 compounds, 0.34% hits; Pyruvate kinase PKM (Homo sapiens), P14618; purified PKM2, Kinase-Glo ATP luminescence, activation; response scale: 0% is enzyme alone, no compound; also: potency is read from the fitted curve at half-maximal effect; % is scaled to controls: 0 for no effect and ±100 for the full control effect; nearly all actives have a fitted effect of over 55% in size
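Purified hPK-M2 (>95% pure) converted ADP (0.1 mM final) to ATP with 0.5 mM PEP in 50 mM imidazole pH7.2, KCl, MgCl2, Tween 20, BSA; 1 h at room temperature. ATP detected by Kinase-Glo luminescence.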
NPC1 promoter act: qHTS Assay for NPC1 Promoter Activators; Huh7 NPC1 promoter luciferase reporter, 24 h; Potency, µM (series often up to 9.22 µM), for the others: at the top dose activation, most hits filed as activators; 320,000 compounds, 2.4% hits; AID 485313, 2010;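 also: potency is read from the fitted curve at half-maximal effect; % of control where 0% means no effect; nearly all actives have a fitted effect of over 60% in size; reporter is driven by a mutant NPC1 promoter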
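In 1536-well qHTS, Huh7 cells harboring an NPC1 promoter–luciferase construct received compound for 24 h; activation was quantified by luminescence following luciferase reagent addition.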
VP16 counter: VP16 counterscreen qHTS for inhibitors of ROR gamma transcriptional activity; Drosophila S2 Gal4-VP16 UAS-luciferase, luminescence, 20 h; Potency, µM (doses to about 53.6 µM), without a hit: at the top dose activity, negative = inhibition, hits mostly inhibitors; 310,000 compounds, 3.5% hits; AID 2546, 2010;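 also: Gal4-VP16 expression switched on by copper sulfate through the metallothionein promoter; potency is read from the fitted curve at half-maximal effect; % is scaled to controls: 0 for no effect and ±100 for the full control effect; nearly all actives have a fitted effect of over 50% in size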
ELG1 repair inh: qHTS screen for small molecules that inhibit ELG1-dependent DNA repair in human embryonic kidney (HEK293T) cells expressing luciferase-tagged ELG1 | 330,000 compounds, 2.3% hits | Potency, µM (top dose mostly 46.1 µM), for the others: at the highest dose activity change, negative = inhibition, hits mostly inhibitors | HEK293T ELG1-luciferase reporter, luminescence, 16 h; DNA damage induced by 5-fluorouridine; also: potency is read from the fitted curve at half-maximal effect; % is scaled to controls: 0 for no effect and ±100 for the full control effect; nearly all actives have a fitted effect of over 55% in size
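Step one: seed 2,000 cells per well. Step two: pin-transfer compound or DMSO alongside 5-fluorouridine. Step three: incubate 16 hr, 37 °C, 5% CO2. Step four: add ONE-Glo, wait 30 min, read luminescence.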
KCNH2 3.1 inh: qHTS for Inhibitors of KCHN2 3.1: Mutant qHTS; U2OS KCNH2 3.1, thallium flux FluxOr; stronger effect = lower value; 340,000 compounds, 0.95% hits; Potassium voltage-gated channel subfamily H member 2, brain isoform KCNH2 3.1 (human); activity change, % (tested at about 1.8 µM);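 active = maximum activity change below -70%; inconclusive = maximum activity change from -70% to -50%; inactive = maximum activity change above -50%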;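 also: thallium influx rate constant from kinetic fluorescence after stimulation buffer; % is scaled to controls: 0 for no effect and ±100 for the full control effect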
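Channel expression came from 3.1 mutant virus (1.77 x 10^8 /mL) applied to suspended U2OS cells for 4 h. Flux was tracked with FluxOr dye plus Red40 quencher, and kinetic rate constants normalized to controls.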
Rab9 promoter act: qHTS Assay for Rab9 Promoter Activators; Huh7 Rab9 promoter-luciferase reporter, luminescence, 24 h; Potency, µM (series often up to 9.22 µM), without a hit: top-dose activation, negative = inhibition, most hits filed as activators; 320,000 compounds, 2.8% hits; AID 485297, 2010; also: potency is read from the fitted curve at half-maximal effect; % of control where 0% means no effect; nearly all actives have a fitted effect of over 60% in size
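Rab9 promoter-driven luciferase in stably transfected Huh7 cells; 1500 cells/well rested 2 h, exposed to compound in DMSO for 24 h at 37 °C, 5% CO2. Luminescence read 10 min after adding luciferase reagent at ambient temperature.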
Menin MLL FP TR: qHTS Assay for Inhibitors Targeting the Menin-MLL Interaction in MLL Related Leukemias: Competition With Texas Red Labeled MLL-derived Mutant Peptide; O00255; Menin + Texas Red MLL mutant peptide, fluorescence polarization; Potency, µM (top dose mostly 61.6 µM), without a hit: at the highest dose FP activity change, negative = inhibition, most hits filed as inhibitors; 270,000 compounds, 0.23% hits; AID 1768, 2009; active = well fitted inhibition curve with a large enough effect in the polarisation, with a control signal flat, not every such curve was filed as active; inconclusive = small, poorly fitted or top-dose-only effect, or effect the other way, or a change in a side signal; inactive = no such curve, though single readings can be large or run the other way; the % refers to the polarisation; also: potency is read from the fitted curve at half-maximal effect; % of control where 0% means no effect; many of its hits are not listed in these tables
Target sequence (O00255 whole entry, looked up): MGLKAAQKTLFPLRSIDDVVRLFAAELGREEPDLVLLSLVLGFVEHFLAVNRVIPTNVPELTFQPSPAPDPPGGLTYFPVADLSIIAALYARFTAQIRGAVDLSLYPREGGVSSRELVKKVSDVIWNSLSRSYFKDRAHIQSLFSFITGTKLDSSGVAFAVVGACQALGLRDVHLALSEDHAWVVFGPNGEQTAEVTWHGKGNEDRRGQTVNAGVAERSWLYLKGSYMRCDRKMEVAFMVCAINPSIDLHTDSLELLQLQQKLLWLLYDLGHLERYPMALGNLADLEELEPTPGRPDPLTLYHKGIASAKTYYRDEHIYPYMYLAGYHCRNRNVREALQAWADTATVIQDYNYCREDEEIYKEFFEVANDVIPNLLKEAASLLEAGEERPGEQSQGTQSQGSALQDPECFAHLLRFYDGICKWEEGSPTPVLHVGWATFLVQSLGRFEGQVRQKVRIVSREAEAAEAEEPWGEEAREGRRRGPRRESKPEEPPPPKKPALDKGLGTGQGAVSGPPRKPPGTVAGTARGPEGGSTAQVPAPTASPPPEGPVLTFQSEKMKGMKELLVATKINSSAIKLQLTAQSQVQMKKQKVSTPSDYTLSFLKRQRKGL
RORgamma inh: qHTS for inhibitors of ROR gamma transcriptional activity | Nuclear receptor ROR-gamma (Mus musculus), P51450 | Drosophila S2 Gal4-RORgamma UAS-luciferase reporter, 20 h | Potency, µM (top dose mostly 53.6 µM), for inactives: top-dose activity change, negative = inhibition, usual class: inhibitors | 310,000 compounds, 5.4% hits; also: potency is read from the fitted curve at half-maximal effect; % is scaled to controls: 0 for no effect and ±100 for the full control effect; nearly all actives have a fitted effect of over 60% in size
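Read-out: Photinus luciferase luminescence; inhibitors lower reporter signal. Insect Schneider cells with Gal4-ROR gamma fusion under metallothionein promoter, UAS reporter; 700 uM final copper sulfate induction, 20 hr, ambient temperature.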
Mito fusion yeast: qHTS Assay for Small Molecule Inhibitors of Mitochondrial Division or Activators of Mitochondrial Fusion; Potency, µM (doses to about 46.1 µM), without a hit: at the highest dose growth rescue (activation), most hits filed as activators; 320,000 compounds, 0.23% hits; S. cerevisiae fusion-defective mutant growth rescue, CellTiterGlo 48 h; AID 485298, 2010;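 also: potency is read from the fitted curve at half-maximal effect; % of control where 0% means no effect; nearly all actives have a fitted effect of over 45% in size; temperature-sensitive fusion mutants such as fzo1-1 at 37 °C on non-fermentable ethanol glycerol medium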
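Temperature-sensitive fusion-defective S. cerevisiae (e.g. fzo1-1, mgm1-5) were grown with compound in YPEG medium (3% ethanol, 3% glycerol) for 48 hours at 37C. Growth rescue was measured as viability by CellTiterGlo luminescence after 10 minutes at ambient.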
MBNL1 CUG block: qHTS Assay for Inhibitors of MBNL1-poly(CUG) RNA binding; TR-FRET MBNL1-His/biotin-(CUG)12 binding, 665/545 ratio; Potency, µM (titrated, usually from 57.5 µM), for inactives: top-dose activity change, negative = inhibition, usual class: inhibitors; 280,000 compounds, 0.036% hits; AID 2675, 2010; active = well fitted inhibition curve with a large enough effect in the signal ratio, with a control signal flat, not every such curve was filed as active; inconclusive = small, poorly fitted or top-dose-only effect, or effect the other way, or a change in a side signal; inactive = no such curve, though single readings can be large or run the other way; the % refers to the signal ratio; also: potency is read from the fitted curve at half-maximal effect; % is scaled to controls: 0 for no effect and ±100 for the full control effect
Target sequence (Q9NR56 whole entry, looked up): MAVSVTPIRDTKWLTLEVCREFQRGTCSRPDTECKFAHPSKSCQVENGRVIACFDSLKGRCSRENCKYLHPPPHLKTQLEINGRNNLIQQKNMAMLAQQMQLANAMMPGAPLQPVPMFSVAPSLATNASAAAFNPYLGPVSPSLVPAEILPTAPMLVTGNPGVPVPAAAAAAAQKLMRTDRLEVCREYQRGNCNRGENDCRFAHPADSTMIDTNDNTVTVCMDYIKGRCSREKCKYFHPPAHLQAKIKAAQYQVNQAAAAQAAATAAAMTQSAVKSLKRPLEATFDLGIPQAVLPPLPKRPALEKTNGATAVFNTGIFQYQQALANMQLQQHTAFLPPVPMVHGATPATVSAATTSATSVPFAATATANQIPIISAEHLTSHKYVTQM
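Compounds (final 92 nM to 58 uM) are added to His-tagged MBNL1 and biotin-(CUG)12, then terbium anti-His antibody and streptavidin-XL665 (5 nM final). After 60 min at room temperature, the 665/545 nm ratio is read.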
FLuc counter: qHTS profiling assay for firefly luciferase inhibitor/activator using purifed enzyme and Km concentrations of substrates (counterscreen for miR-21 project); Luciferin 4-monooxygenase (Photinus pyralis), P08659; purified FLuc, Km substrates, luminescence inhibition; Potency, µM (highest dose often 57.5 µM), for inactives: at the highest dose activity change, negative = inhibition, usual class: inhibitors; 360,000 compounds, 6.9% hits; AID 588342, 2011;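 also: potency is read from the fitted curve at half-maximal effect; plate controls were vehicle for no effect and reference inhibitor for full effect; nearly all actives have a fitted effect of over 55% in size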
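Purified P. pyralis luciferase (10nM final) with 10uM D-luciferin and 10uM ATP (Km levels) in 50mM Tris acetate pH 7.5, 10mM Mg acetate, 0.01% Tween-20, 0.05% BSA; qHTS 6-point titration, ~60 µM downward; luminescence read.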
The depositor's hits bear a star; ? = inconclusive; . = no result given; [ ] = another dose, or the depositor's remark. Unless noted, calls follow the shape of the dose curve; as a rule, active = well fitted curve in the direction sought with a large enough effect; inconclusive = small, poorly fitted or top-dose-only effect, or another doubt; inactive = no such curve, though single readings can be large; an effect the other way counts as inactive or inconclusive. A portion of the library; count on the stated rates, not on these rows.

SMILES	PKM2 activator	NPC1 promoter act	VP16 counter	ELG1 repair inh	KCNH2 3.1 inh	Rab9 promoter act	Menin MLL FP TR	RORgamma inh	Mito fusion yeast	MBNL1 CUG block	FLuc counter
Cc1cc([N+](=O)[O-])nn1CC(=O)Nc1ccc(F)cc1	0%	-1%	-17%	1%	9	-5%	10%	-31%	0%	3%	0%
CCNS(=O)(=O)c1ccc(CCC(=O)NCCC2=CCCCC2)cc1	9%	-2%	-1%	2%	-45	-3%	-10%	8%	-7%	-7%	-2%
Cc1oc(-c2ccccc2F)nc1CS(=O)CC(=O)NCCN1CCCCC1C (centres undefined)	.	5%	-18%	5%	-18	1%	.	-5%	.	-3%	0%
Cc1[nH]n(-c2ccc(Cl)cc2)c(=O)c1C=Nc1ccc(S(=O)(=O)N2CCOCC2)cc1	-26%	-5%	2%	12%	-23	4%	?	-29%	-6%	11%	-14%
CCC(NS(=O)(=O)c1ccc(OC)cc1)C(=O)NCCC1=CCCCC1 (centres undefined)	-6%	-4%	1%	-1%	8	2%	-7%	-7%	-2%	-11%	1%
O=C(NC1CC1)C1=C[C@@H](c2coc3ccccc3c2=O)C[C@@H](OCc2ccc(CO)cc2)O1	-1%	1%	4%	5%	1	1%	-15%	24%	3%	-4%	-1%
CCCNC(=O)Nc1nc(CC(=O)OCC)cs1	-4%	-4%	-1%	9%	7	-1%	12%	14%	-3%	0%	-4%
[O-]C1=N/[N+](=C/c2ccc(Cl)cc2)CC1	-12%	4%	-3%	19%	4	1%	-9%	24%	-1%	-8%	-14%
O=C(c1ccc(S(=O)(=O)N2CCOCC2)cc1)N1CCN(c2ccc(F)cc2)CC1	0%	-2%	0%	-10%	-3	5%	10%	?	-9%	3%	1%
CCOC(=O)C1=C(C)NC2=C(C(=O)CCC2)C1c1cccnc1 (centres undefined)	-4%	-3%	7%	0%	-3	-5%	-29%	-12%	1%	13%	0%
C/C(=N\NC(=S)Nc1cccc(C)c1)c1ccco1	-9%	-7%	-27%	?	-11	-5%	-18%	?	-1%	6%	1%
COc1cc(C(=O)Nc2cc(C(F)(F)F)ccc2-n2cncn2)cc(OC)c1OC	2%	-4%	1%	?	-8	-5%	1%	28%	-3%	-6%	-2%
O=C(NCCCN1CCCCC1)C1CCCN(c2ncnc3c2nc2n3CCCCC2)C1 (centres undefined)	.	0%	-3%	-1%	2	6%	-1%	-13%	2%	0%	-1%
COc1ccccc1NC(=O)CSc1nnc(Cc2ccccc2)o1	-2%	.	-5%	.	1	.	?	-15%	8%	-1%	0%
CCc1cccc(C)c1NC(=O)CCCC(=O)O	7%	1%	-2%	20%	22	-7%	7%	-28%	-1%	-6%	-3%
Cc1ccc(NC(=O)CCn2ccc([N+](=O)[O-])n2)nc1	-1%	-4%	-13%	-14%	3	-5%	5%	-1%	-1%	.	-2%
CCCCn1c(C)cc2c(c1=O)C1O[C@](CCCC)(Cc3cc(C#N)ccc31)O2	-2%[11.5 µM]	2%[1.84 µM]	-12%[10 µM]	.	.	-6%[1.84 µM]	-3%[11.7 µM]	-7%[10 µM]	-3%[9.22 µM]	-6%[11.5 µM]	1%[11.5 µM]
O=C(CSc1nnnn1C1CCCC1)Nc1ccc(F)cc1	-1%	-1%	0%	-5%	14	4%	-10%	38%	-3%	-4%	0%
Cc1ccc(SCC(=O)Nc2ccc(C(=O)Nc3ccc(O)cc3)cc2)cc1	17%	1%	-1%	?	-10	-2%	?	-5%	-2%	17%	?
Cc1ccc(SC(C)C(=O)NCc2ccc(F)cc2)cc1 (centres undefined)	1%	0%	23%	-10%	-8	0%	-20%	-34%	5%	-1%	2%
Cc1nc2ccc(S(=O)(=O)NC(C(=O)N3CCn4c3nc3ccccc34)C(C)C)cc2s1 (centres undefined)	0%	0%	4%	2%	7	-8%	5%[11.7 µM]	8%	-2%	6%	0%
CCC(=O)Nc1ccc(C(=O)Nc2ccc(Br)cc2F)cc1	-3%	20%	-6%	5%	2	26%	-13%	-8%	0%	13%	7%
CC1c2cc3c(cc2CCN1C(=O)c1ccc(Br)cc1)OCCCO3 (centres undefined)	.	-21%	-3%	?	14	-4%	.	23%	-13%	-1%	-1%
Cc1[nH]n2c(=O)c3c(nc2c1-c1ccccc1)CCC3	-6%	-2%	?	-1%	-9	-3%	7%	13µM*	-2%	-4%	-5%
CC1Cc2cc(S(=O)(=O)N3CCC(C(=O)N(C)Cc4ccccc4)CC3)ccc2N1C(=O)C1CC1 (centres undefined)	.	-2%	-8%	21µM*	3	3%	14%	24%	23%	-3%	0%

Continued:
SMILES	PKM2 activator	NPC1 promoter act	VP16 counter	ELG1 repair inh	KCNH2 3.1 inh	Rab9 promoter act	Menin MLL FP TR	RORgamma inh	Mito fusion yeast	MBNL1 CUG block	FLuc counter
O=S(=O)(/C=C/c1ccccc1)N1CCN(Cc2ccccc2)CC1	-1%	-5%	0%	-17%	-3	13%	-14%	9%	5%	0%	1%
CCn1cc(C(=O)NC(C)C2CC3CCC2C3)cn1 (centres undefined)	0%	-5%	0%	8%	12	2%	4%	0%	-3%	-2%	0%
O=C(NCc1cccs1)c1cc(S(=O)(=O)N2CCOCC2)ccc1N1CCCC1	.	-1%	.	8%	-7	-5%	.	.	1%	.	.
CC(=O)N1CCc2c(sc(NC(=O)CS(=O)(=O)c3ccc(F)cc3)c2C#N)C1	.	0%	.	9%	4	-4%	.	.	6%	.	-2%
COc1ccc(Br)cc1/C=N/NC(=O)c1ccc(COc2ccc3c(c2)CCC3)o1	-13%	26%	-12%	?	-11	?	.	-20%	0%	13%	9%
COCCCn1c(SCC(=O)NC2CCS(=O)(=O)C2)nnc1-c1ccc(Cl)cc1 (centres undefined)	.	2%	.	2%	14	-7%	.	.	-1%	.	-1%
CCCCN(CC)C(=O)CSc1nc2c(sc(=S)n2-c2ccc(OCC)cc2)c(=O)[nH]1	-2%	-2%	-8%	-9%	9	1%	?	-23%	3%	-10%	17µM*
CCOc1cc(NC(=S)NCCCN2CCOCC2)c(OCC)cc1NC(=O)c1ccccc1C	1%	-2%	0%	-8%	-16	-6%	-3%	?	-1%	5%	1%
O=[N+]([O-])c1ccc(N2CCN(c3ccccc3)CC2)nc1	.	1%	-2%	?	-11	24%	?	0%	30%	-4%	-2%
Cc1cccc(N(C(=O)c2snc(C(N)=O)c2N)C(C(=O)NCC2CCCO2)c2cccs2)c1 (centres undefined)	-2%	-4%	6%	1%	-9	-4%	-28%	30%	2%	13%	5%
CCOC(=O)N1CCC(NC(=O)c2cc(C(=O)NCC(OC)OC)ccc2CO)CC1	-1%	-1%	-2%	-1%	-5	2%	-5%	-11%	-1%	-6%	1%
Nc1nonc1C(=O)N/N=C/c1ccc(-c2ccc(Cl)c(C(=O)O)c2)o1	-2%	-1%	-6%	-6%	0	-3%	-3%	-2%	-4%	?	?
